High-throughput results as filed in PubChem BioAssay.
HEK293 tox: qHTS of GLP-1 Receptor Inverse Agonists: Cytotox Screen. actives 0.13% (n = 410,000). HEK293 cAMP-luciferase reporter cells, luminescence, 24 h. AID 624418, 2012. Potency, µM (titrated, usually from 38.3 µM), for the others: top-dose activity change, negative = inhibition, most hits filed as inhibitors;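 also: loss of luciferase light is scored as toxicity; potency is read from the fitted curve at half-maximal effect; % is scaled to controls: 0 for no effect and ±100 for the full control effect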
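A 23 nL compound transfer followed 12 hours of cell culture at 37 deg C; exposure then lasted 24 hr. Luciferase assay detection reagent was dispensed and plates read for luminescence after a 12 min room-temperature wait.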
D3 ag: qHTS of D3 Dopamine Receptor Agonist: qHTS; AID 652048, 2013; D3R DiscoveRx beta-arrestin cells, luminescence, 90 min; D(3) dopamine receptor (Homo sapiens), P35462; actives 0.58% (n = 410,000); max activation, %; in the data active = max activation above about 30%; also: 0% is about no effect; mostly tested at two doses, the higher about 12 µM
Target sequence (P35462 whole entry, looked up): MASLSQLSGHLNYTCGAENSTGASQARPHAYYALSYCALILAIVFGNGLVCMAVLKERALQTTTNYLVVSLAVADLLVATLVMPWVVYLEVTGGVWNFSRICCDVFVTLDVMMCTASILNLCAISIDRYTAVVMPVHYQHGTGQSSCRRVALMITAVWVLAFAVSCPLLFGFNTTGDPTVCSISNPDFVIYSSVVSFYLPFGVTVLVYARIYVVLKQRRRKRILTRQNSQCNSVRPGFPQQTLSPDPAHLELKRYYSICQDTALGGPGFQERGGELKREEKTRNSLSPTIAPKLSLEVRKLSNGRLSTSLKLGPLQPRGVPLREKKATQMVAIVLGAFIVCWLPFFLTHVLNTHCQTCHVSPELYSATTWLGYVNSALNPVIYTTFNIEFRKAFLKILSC
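Agonist mode: compounds and dopamine controls were applied to plated cells for 90 min at 37 degrees C after an overnight attachment at 1500 cells/well. Luminescent read-out followed 30 - 60 minutes at room temperature with DiscoveRx detection reagent.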
PLK1 PBD inh: qHTS for Inhibitors of PLK1-PDB (polo-like kinase 1 - polo-box domain): Primary Screen; Plk1 PBD binding of FITC phosphopeptide, fluorescence polarization; Potency, µM, for inactives: max response, negative = inhibition, usual class: inhibitors; actives 2.8% (n = 360,000); also: potency is read from the fitted curve at half-maximal effect; series mostly up to about 57 µM; % is scaled to controls: 0 for no effect and ±100 for the full control effect; nearly all actives have a fitted effect of over 65% in size
Target sequence (P53350 whole entry, looked up, the tested form may be a part): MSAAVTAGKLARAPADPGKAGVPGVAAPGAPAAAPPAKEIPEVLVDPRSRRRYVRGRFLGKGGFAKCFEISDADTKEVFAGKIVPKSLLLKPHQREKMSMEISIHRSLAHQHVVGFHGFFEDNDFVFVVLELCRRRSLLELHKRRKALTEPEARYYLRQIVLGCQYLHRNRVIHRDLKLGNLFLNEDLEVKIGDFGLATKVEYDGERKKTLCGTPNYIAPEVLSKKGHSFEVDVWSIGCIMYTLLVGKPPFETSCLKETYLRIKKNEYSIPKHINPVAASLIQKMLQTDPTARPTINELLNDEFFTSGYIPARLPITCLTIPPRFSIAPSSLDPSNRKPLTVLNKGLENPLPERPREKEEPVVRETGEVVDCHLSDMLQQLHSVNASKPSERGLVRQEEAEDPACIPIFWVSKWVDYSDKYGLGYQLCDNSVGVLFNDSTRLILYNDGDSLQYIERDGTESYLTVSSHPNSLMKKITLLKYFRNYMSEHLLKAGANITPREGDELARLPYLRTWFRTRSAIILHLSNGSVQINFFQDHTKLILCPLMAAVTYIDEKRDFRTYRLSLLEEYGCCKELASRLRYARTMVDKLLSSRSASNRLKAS
GLP-1R inv ag: qHTS of GLP-1 Receptor Inverse Agonists (Inhibition Mode); Glucagon-like peptide 1 receptor (Homo sapiens), P43220; HEK293 GLP-1R CRE-luciferase, luminescence, 24 h; GLP-1R form is constitutively active; Potency, µM (titrated, usually from 38.3 µM), for the others: at the top dose activity change, negative = inhibition, hits mostly inhibitors; actives 1.6% (n = 410,000); also: potency is read from the fitted curve at half-maximal effect; % is scaled to controls: 0 for no effect and ±100 for the full control effect; nearly all actives have a fitted effect of over 55% in size
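Constitutively active GLP-1R drives a cAMP-responsive luciferase in stably transfected HEK293 cells; test compounds are added after overnight (12 h) attachment and left 24 hr, and signal loss in luminescence marks inhibition.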
IL-2 act: qHTS of IL-2 Activators; IL-2 activation reporter assay, cell-based qHTS; stimulated with anti-CD3/CD4/CD28 beads; in transgenic mouse T cells; actives 0.065% (n = 360,000); activation, % (series mostly up to about 46 µM); in the data active = activation above about 50%; inconclusive = mostly about 30% to 49%; also: 0% is about no effect
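Unstimulated transgenic mouse T cells preincubated 60 min with compound, then stimulated with anti-CD3/anti-CD4-coated beads plus anti-CD28 for 18 h at 37 degrees C. IL-2 response read as EGFP and DsRed fluorescence by plate cytometry.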
GLP-1R agonist: qHTS of GLP-1 Receptor Agonists | Glucagon-like peptide 1 receptor (Homo sapiens), P43220 | HEK293 GLP-1R CRE-luciferase, luminescence, 4-6 h; cells express a hypersensitive GLP-1R form | Potency, µM (titrated, usually from 45.6 µM), for the others: at the highest dose activation, most hits filed as activators | actives 0.007% (n = 380,000) | AID 624172, 2012; also: potency is read from the fitted curve at half-maximal effect; % of control where 0% means no effect
PI5P4Ka inh: qHTS for Inhibitors of phosphatidylinositol 5-phosphate 4-kinase (PI5P4K). Phosphatidylinositol 5-phosphate 4-kinase type-2 alpha (Homo sapiens), P48426. PI5P4Kalpha enzyme, ADP-Glo luminescence, 60 min; stronger effect = lower value. max response, %. actives 1.2% (n = 330,000). AID 652105, 2013; active = max response of -50% or lower; inconclusive = between -30% and -50%; inactive = -30% or higher; also: value at the top dose of about 77 µM; % is scaled to controls: 0 for no effect and ±100 for the full control effect
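Reactions run in 0.038 M HEPES pH 7.4, 0.28 mM EGTA, 0.1% CHAPS and 5% DMSO, with PI5P4Kalpha, substrate, compound and 5 microM ATP final, one hour at room temperature. Readout is ADP-Glo luminescence.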
DRD3 antagonist: qHTS of D3 Dopamine Receptor Antagonist: qHTS. D(3) dopamine receptor (Homo sapiens), P35462. max response, negative = inhibition, %. D3R cells, DiscoveRx beta-arrestin luminescence, antagonist mode; stronger effect = lower value. actives 2.5% (n = 360,000). AID 652054, 2013; in the data active = max response below about -50%; inconclusive = no clear call, values can overlap the other calls; also: % is scaled to controls: 0 for no effect and ±100 for the full control effect; mostly tested at two doses, the higher about 12 µM
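Cells plated overnight at 1500 cells/well, then exposed to library compounds with dopamine controls for 90 minutes at 37 degrees C. DiscoveRx reagent added for 30–60 minutes at room temperature; luminescence read, quantitative HTS format.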
WRN inhibitor: qHTS for Inhibitors of WRN Helicase; actives 0.46% (n = 360,000); WRN helicase unwinding, fluorescent forked duplex, kinetic; Potency, µM (series often up to 114 µM), without a hit: top-dose activity change, negative = inhibition, hits mostly inhibitors; Bifunctional 3'-5' exonuclease/ATP-dependent helicase WRN (Homo sapiens), Q14191; AID 651768, 2012; also: potency is read from the fitted curve at half-maximal effect; % is scaled to controls: 0 for no effect and ±100 for the full control effect; nearly all actives have a fitted effect of over 55% in size
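Enzyme (20 nM final) and test compound sit together 15 min at room temperature before substrate addition. Substrate is a single-forked duplex oligonucleotide (100 nM) labelled with fluorophore and quencher, with 2 mM ATP; helicase unwinding raises red fluorescence, read kinetically.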
Starred values were filed as active, the others as inactive; ? = inconclusive; · = no result given; & = joins results of further samples; [ ] = remark or other dose. Unless noted, calls follow the shape of the dose curve; as a rule, active = well fitted curve in the direction sought with a large enough effect; inconclusive = small, poorly fitted or top-dose-only effect, or another doubt; inactive = no such curve, though single readings can be large; an effect the other way counts as inactive or inconclusive.

SMILES | HEK293 tox | D3 ag | PLK1 PBD inh | GLP-1R inv ag | IL-2 act | GLP-1R agonist | PI5P4Ka inh | DRD3 antagonist | WRN inhibitor
CN(C)c1ccc(-c2nnc(SCC3CCCO3)n2C)cc1 (stereo not drawn) | -10.0% | 2.4 | -16.2% | ? | -2.3 | 22.8% | -2.7 | -1.0 | 0.1%
COc1cc(C)c(CN2CCCCC2CO)cc1C (stereo not drawn) | -19.2% | 0.5 | 0.7% | 23.0% | 2.2 | -15.7% | · | 10.0 | 1.4%
Cc1ccccc1NC(=O)NC1(C(=O)N2CCN(C)CC2)CCCCC1 | -1.7% | 4.6 | -1.3% | 1.0% | 0.6 | 11.3% | 2.0 | 8.3 | -2.1%
O=C(OCc1nnc(-c2ccccc2)o1)c1ccc(Cl)cc1 | -2.7% | 0.2 | ? | 2.5% | 1.8 | 3.2% | -4.5 | -15.9 | 2.5%
CCOC(=O)c1c(NC(=S)N2CCN(C)CC2)sc2c1CCN(C(=O)OCC)C2 | -6.2% | -14.4 | -11.0% | ? | -0.6 | 12.8% | 9.1 | ? | 0.9%
CCOc1ccc(CCn2c3c(c(=O)[nH]c2=O)C(NC(=O)c2cccc(F)c2)(C(F)(F)F)C(=O)N3)cc1OCC (stereo not drawn) | 3.3% | -1.4 | · | 14.8% | · | -0.9% | · | · | ·
COc1ccccc1N1CCN(/N=C\c2ccc(C)o2)CC1 | -9.4% | -0.1 | -6.3% | 12.1% | -3.4 | -0.5% | -2.4 | -16.7 | 3.3%
NC(=S)NN=Cc1nccc2c(N)cccc12 | ? | 5.1 | -8.7% | ? | 1.5 | 0.9% | -21.9 | 9.0 | -3.1%
COc1ccccc1Cn1c(=O)c2ccccc2n2c(SCc3csc(C)n3)nnc12 | -26.8% | -55.3 | -12.1% | -14.8% | 1.5 | 7.3% | · | 9.0 | -5.8%
COc1ccccc1CCNC(=O)C(=O)NCC1OCCN1S(=O)(=O)c1cc(F)ccc1F (stereo not drawn) | 5.2% | 4.0 | -7.7% | -4.0% | -2.3 | 5.5% | -22.7 | 3.6 | 0.2%
CCc1ccc(N=C2NC(=O)CS2)cc1 | -4.8% | -0.8 | 4.9% | 17.3% | 0.9 | -1.0% | -1.1 | 2.8 | 6.6%
CCCOc1ccc2cc(-c3ccccn3)c(=O)oc2c1 | 41.3%[activator] | 2.7 | -13.9% | 2.82µM* | -3.2 | -2.8% | ? | 9.3 | -17.7%
COc1ccc2c(c1)Sc1ccccc1N2CCN(C)C | -31.7% | -20.0 | -4.8% | ? | 0.5 | 15.1% | -3.8 | -81.1* | -0.5%
C#CC[N+]1(CC#Cc2ccc(C#CC[N+]3(CC#C)CCOCC3)cc2)CCOCC1 | 18.2% | 0.3 | -8.3% | 7.2% | 1.6 | 2.9% | 6.8 | -16.2 | -2.7%
Cc1ccc(C(=O)OC(C)C(=O)NC(C)CCc2ccccc2)o1 (stereo not drawn) | -10.3% | -2.0 | -4.2% | -17.8% | -0.1 | 7.0% | 0.0 | -4.6 | -9.5%
O=C(c1ccccc1)c1cccn1CC(=O)N1CCN(c2ccc(F)cc2)CC1 | 10.4% | -4.4 | -5.7% | ? | 0.2 | 1.3% | 12.0 | 1.9 | 0.3%
Cc1ccc(NC(=O)CSc2nc(C)c(Cc3ccccc3)c(=O)[nH]2)cc1C | -12.0%&0.0% | -3.2&-9.6 | -19.8% | ? | 4.1 | 3.0% | 0.8 | -3.4 | -4.3%
Cc1cccc2cc(CN(Cc3ccco3)C(c3nnnn3CCc3ccccc3)C(C)C)c(=O)[nH]c12 (stereo not drawn) | -24.4% | 3.8 | -2.2% | ? | -0.5 | -0.5% | 0.0 | 47.2 | -7.5%
COC(=O)c1cc2c(ccc3ccccc32)oc1=O | 80.0%[activator] | 1.8 | -2.2% | 0.2% | -0.4 | 8.4% | -3.6 | 38.1 | -1.6%
CC(C)Oc1cccc(C(=O)Nc2ncn[nH]2)c1 | -3.9% | -1.1 | -14.3% | 18.1% | -2.7 | -5.9% | -0.7 | 0.5 | 14.1%
CCOc1ccc(CNC(=O)CCn2c(=O)oc3ccccc32)cc1OC | 3.1% | -0.7 | -2.8% | 1.7% | -2.7 | -0.5% | -1.2 | 23.9 | 15.0%
O=C(O)C1CC=C(Cl)CC1C(=O)NCc1ccccc1 (stereo not drawn) | 8.0% | 1.9 | -2.6% | 1.6% | -0.5 | -5.7% | -3.2 | 9.5 | 0.5%
COc1ccc(/C=C2\CC/C(=C\c3ccc(OC)cc3OC)C2=O)c(OC)c1 | -1.0% | 11.5 | 28.4% | -0.8% | 28.3 | 17.2% | 0.6 | 35.1 | -8.1%
Cc1ccc(C)c(C(C)NC(=O)c2ccccc2Br)c1 (stereo not drawn) | 68.1%[activator] | 5.5 | -9.2% | ? | -2.3 | 0.4% | 5.0 | 17.9 | -12.6%
CSCCC(NC(=O)c1ccc([N+](=O)[O-])cc1Cl)C(=O)OC(C)C(=O)NCc1ccco1 (stereo not drawn) | 10.1% | -4.4 | -5.0% | 6.6% | -0.3 | 5.9% | 1.5 | 25.0 | -3.9%
CS(=O)(=O)Nc1ccc(S(=O)(=O)NCCc2ccccc2)cc1 | 4.0% | -11.4 | -7.1% | 2.7% | -2.3 | -10.9% | · | -15.5 | 2.0%
O=C1C=C(N2CCN(c3ccccn3)CC2)C(=O)c2c(O)ccc(O)c21 | ? | -21.7 | -17.0% | -1.0% | -3.5 | -4.7% | -15.3 | -28.4 | ?
CCC(C)NC(=O)C1CCCCN1S(=O)(=O)c1ccc(F)cc1 (stereo not drawn) | -9.7% | 12.9 | -9.3% | -17.8% | -0.5 | 0.3% | · | -8.2 | 4.8%
COc1ccc(CN(CCCn2cnc3c(OC)ncnc32)CCCn2cnc3c(OC)ncnc32)cc1 | 0.9% | -6.1 | -7.8% | 4.0% | -1.7 | 19.0% | -2.9 | -18.9 | 5.1%
CCOc1ccc2c(c1)c(N=NC(=N)N)c(O)n2C | ? | -2.5 | -2.9% | -1.5% | 1.6 | 12.5% | -3.4 | 7.2 | ?
O=C(c1cnn2c(C(F)F)cc(-c3ccccc3)nc12)N1CCc2ccccc2C1 | -2.3% | -2.3 | -3.3% | ? | 0.3 | 17.9% | -2.2 | 5.4 | -11.3%
CCCCNC(=O)Nc1cnn(CC)c1C(N)=O | 2.1% | 2.1 | 0.6% | 5.2% | -1.4 | 4.0% | -0.2 | 23.2 | 6.1%
O=c1[nH]nc(SCc2ccccc2)c(=O)[nH]1 | 12.7% | -21.8 | -8.2% | 0.3% | -4.2 | 2.7% | -10.9 | ? | 7.0%
COc1ccc(CC(=O)Nc2cccc(-c3nnc(-c4ccc(C)cc4)o3)c2)cc1OC | -23.4% | 28.3 | -3.5% | -4.6% | -3.8 | -12.7% | · | 20.3 | -7.0%
CN(CC(=O)Nc1ccc(Cl)c(Cl)c1)C(=O)CNC(=O)C1CCCCC1 | 3.4% | 0.5 | 3.8% | 5.1% | 1.7 | -5.4% | 6.2 | 0.0 | 2.9%
Cc1ccc(/C=N/n2c(-c3ccncc3)n[nH]c2=S)o1 | 2.5% | 11.8 | -9.0% | 0.8% | -2.3 | 1.4% | -0.6 | -17.2 | -3.7%

As entered above:
`CCCCNC(=O)Nc1cnn(CC)c1C(N)=O` @ GLP-1R agonist: 4.0%
`O=C(c1cnn2c(C(F)F)cc(-c3ccccc3)nc12)N1CCc2ccccc2C1` @ WRN inhibitor: -11.3%

Next entries follow:
SMILES | HEK293 tox | D3 ag | PLK1 PBD inh | GLP-1R inv ag | IL-2 act | GLP-1R agonist | PI5P4Ka inh | DRD3 antagonist | WRN inhibitor
CCN(CC)S(=O)(=O)c1ccc(-c2csc(C)n2)s1 | -6.9% | -2.9 | -10.2% | ? | 0.0 | 28.9% | 0.8 | -16.2 | 3.9%
CC(C)C(=O)Nc1ccccc1N1CCN(S(C)(=O)=O)CC1 | 2.7% | -13.4 | -6.7% | 0.0% | -1.3 | 2.8% | 0.0 | -20.1 | 13.8%
COc1ccc(NC(C#N)c2ccc(OC)cc2)cc1 (stereo not drawn) | 7.3% | -2.1 | -6.6% | ? | 1.3 | 3.6% | 0.1 | -9.4 | -6.0%
COc1cc(OC)c2c(OC)cccc2n1 | 0.5% | 16.0 | -3.1% | 19.1% | -0.9 | 0.4% | -1.2 | 8.3 | -6.0%
Cc1ccc2oc(=O)c3cc(C(=O)NCCCN4CC(C)CC(C)C4)sc3c2c1 (stereo not drawn) | -8.1% | -0.4 | -2.8% | 9.6% | -1.9 | 0.3% | -1.9 | -1.3 | 1.3%
COC(=O)c1ccc(CSc2nnc3c(n2)[nH]c2ccccc23)cc1 | -8.3% | 2.8 | -4.0% | 21.1% | -2.3 | 0.6% | 3.5 | 6.5 | -7.0%
CCC(C)(C)NC(=O)CN(C(=O)c1snc(C(N)=O)c1N)c1ccc2c(c1)OCCO2 | -7.2% | 0.1 | 0.5% | 41.3%[activator] | -1.1 | 2.6% | · | -19.3 | 1.0%[57.1 µM]
COc1ccc(OC)c(N(CC(=O)NCc2ccccc2)S(=O)(=O)c2ccc(OC)c(OC)c2)c1 | -23.2% | 2.1 | 2.8% | 5.7% | 0.8 | -1.3% | -2.0 | 33.1 | -7.5%
